From PubChem
HKDC1 inhibitor: blocks human hexokinase HKDC1 activity; Q2TB90; recombinant HKDC1, G6PDH/diaphorase resazurin coupled fluorescence; inhibition, % at 20 µM; hit rate 0.16% among 340,000; AID 493160;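 active = inhibition above about 35% when tested at 20 µM, limit read from the data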;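 also: plate controls were DMSO wells with enzyme for no effect and DMSO wells lacking enzyme for full effect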
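test system = in-house recombinant HK5 (HKDC1) enzyme | amount = HKDC1 at 5 µg/mL | control set = DMSO-enzyme wells negative, buffer-substituted wells positive | compound = one dose of 20 µM, 1% DMSO | schedule = reaction time 90 min, room temperature, protected from light | technique = resorufin fluorescence at 613 nm | reagent = glucose with 1 mM ATP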
ATG4B inhibitor: blocks human ATG4B protease cleavage of LC3 substrate; Q9Y4P1; ATG4B cleavage of LC3-PLA2, NBD-HPC fluorescence, 1 h; inhibition, % at 8.33 µM; hit rate 0.51% among 340,000; AID 504462; in the data active = inhibition above about 40%
SENP6 block: blocks the human protease SENP6. Q9GZR1. Recombinant SENP6 catalytic domain, aminoluciferin luminescence. inhibition, % at 10 µM. hit rate 1.8% among 330,000. AID 2599;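 active = inhibition above about 50% at the single tested dose, limit read from the data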;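 also: plate controls were DMSO wells with enzyme for no effect and DMSO wells lacking enzyme for full effect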
Target sequence (Q9GZR1 628-1112 limits assumed): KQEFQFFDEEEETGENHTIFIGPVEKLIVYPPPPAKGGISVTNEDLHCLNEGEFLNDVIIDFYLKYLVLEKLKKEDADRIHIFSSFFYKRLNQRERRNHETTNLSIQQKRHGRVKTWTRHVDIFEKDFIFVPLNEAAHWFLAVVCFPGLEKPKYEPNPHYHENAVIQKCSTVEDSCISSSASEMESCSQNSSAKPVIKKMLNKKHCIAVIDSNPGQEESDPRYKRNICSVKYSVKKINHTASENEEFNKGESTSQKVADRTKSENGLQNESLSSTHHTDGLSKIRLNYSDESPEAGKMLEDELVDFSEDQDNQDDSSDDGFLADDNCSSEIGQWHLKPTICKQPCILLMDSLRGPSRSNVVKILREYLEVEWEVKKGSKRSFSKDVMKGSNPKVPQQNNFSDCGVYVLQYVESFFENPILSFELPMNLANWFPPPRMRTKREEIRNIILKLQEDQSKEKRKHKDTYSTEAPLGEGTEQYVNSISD
SENP7 inh: SENP7 protease inhibition; Q9BQF6; recombinant SENP7, Z-RLRGG-aminoluciferin luminescence, 40 min; inhibition, % at 5 µM; hit rate 1.5% among 330,000; AID 434973;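 active = inhibition above about 50% at the single test dose, limit read from the data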;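 also: plate controls were DMSO with enzyme for no effect and no enzyme buffer wells for full effect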
Target sequence (Q9BQF6 706-1050 limits assumed): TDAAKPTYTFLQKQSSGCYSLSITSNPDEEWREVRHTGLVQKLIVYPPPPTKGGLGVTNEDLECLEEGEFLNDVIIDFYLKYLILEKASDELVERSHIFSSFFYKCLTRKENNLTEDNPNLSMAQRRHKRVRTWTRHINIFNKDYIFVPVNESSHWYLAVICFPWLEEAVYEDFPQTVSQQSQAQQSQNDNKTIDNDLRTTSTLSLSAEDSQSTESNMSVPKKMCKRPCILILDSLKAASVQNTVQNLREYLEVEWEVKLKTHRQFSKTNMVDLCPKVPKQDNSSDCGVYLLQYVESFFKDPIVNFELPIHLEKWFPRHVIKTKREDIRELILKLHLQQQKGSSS
GRIN3A LBD mod: modulators (binders) of human NR3A ligand-binding domain | Tm shift relative to glycine control, % at 25 µM | AID 1259313 | hit rate 2.5% among 340,000 | NR3A LBD differential scanning fluorimetry, Tm shift; 0% = protein alone, 100% = glycine-bound protein;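 active = melting temperature shift of at least 10% of the positive control shift, at one fixed dose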
SENP8 inh: blocks human SENP8 cleavage of Nedd8 substrate. Q96LD8. recombinant SENP8, Nedd8 substrate fluorescence. inhibition, % at 20 µM. hit rate 0.64% among 360,000. AID 602440; in the data active = inhibition mostly above about 40%, no sharp cut-off; inactive = mostly below about 27%
Target sequence (Q96LD8 whole entry, looked up): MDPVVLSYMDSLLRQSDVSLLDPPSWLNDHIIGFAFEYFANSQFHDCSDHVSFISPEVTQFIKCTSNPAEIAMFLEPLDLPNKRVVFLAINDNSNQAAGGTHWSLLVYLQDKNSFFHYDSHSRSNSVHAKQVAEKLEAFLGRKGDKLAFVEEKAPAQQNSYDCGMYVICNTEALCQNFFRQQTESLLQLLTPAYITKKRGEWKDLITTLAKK
MPTP block: blocks calcium-induced mitochondrial swelling. isolated mouse mitochondria, Ca2+ swelling absorbance, 30 min. inhibition, % at 10 µM. hit rate 1.4% among 360,000;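 active = inhibition of 50% or more, scaled per plate between neutral and stimulator controls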;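 also: 0% = DMSO wells given calcium and 100% = 1 mM EGTA wells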
PfG6PD inh: PfG6PD (Plasmodium falciparum) enzyme inhibition; PfGluPho enzyme, NADPH resazurin-diaphorase fluorescence; AID 504690; hit rate 0.78% among 350,000; inhibition, % at 20 µM;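 active = inhibition reaching at least a set limit at 20 µM in the primary screen, cut at about 59% in these data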;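 also: 0% = DMSO wells with substrate and 100% = DMSO wells lacking glucose-6-phosphate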
Active calls of the source: *; / = no result given.

Every second line gives: HKDC1 inhibitor	SENP8 inh	PfG6PD inh	GRIN3A LBD mod	ATG4B inhibitor	MPTP block	SENP6 block	SENP7 inh
- CN(c1ccccc1)S(=O)(=O)c1ccc(Cl)c(C(=O)Nc2ccc(-c3nc4ccccc4[nH]3)cc2)c1
  -6	-4	19	19*	-11	-1.2	-3	19
- CCS(=O)(=O)Nc1cccc(C2=NN(C(=O)c3ccco3)C(c3ccco3)C2)c1 (configuration not stated)
  1	-50	14	-2	-19	0.7	19	3
- COC(=O)c1cc(C#N)c(Oc2cccc(C)c2C)nc1C
  1	16	3	3	2	-0.2	7	0
- Cn1c(CC(=O)Nc2ccccc2F)nnc1SCC(=O)NC1CCCC1
  -2	3	-11	-3	10	-0.3	-12	1
- O=C(O)CSCC(=O)N1CCCN(c2ccc(C(F)(F)F)cn2)CC1
  2	-5	-1	2	-8	-1.8	/	/
- COc1ccc(C2=NOC3(CC(=O)N(c4ccc(F)cc4)C3=O)C2)c(OC)c1 (configuration not stated)
  11	4	-4	-1	-7	-2.8	-12	5
- COc1ccc(S(=O)(=O)N2CCC(C(=O)N[C@@H](C)C(=O)NCc3cccc(OC)c3)CC2)cc1
  -6	13	11	1	0	-2.7	9	-5
- CCc1ccc(N(C(=O)Cn2nnc(-c3ccccc3)n2)C(C(=O)NC2CCCCC2)c2ccccn2)cc1 (configuration not stated)
  -7	29	7	4	34	1.0	-14	-5
- Cc1ccccc1-n1c(Cn2c(=O)sc3ccccc32)nnc1SCC(N)=O
  -9	4	19	1	10	-0.8	3	9
- CC(=O)c1c(C)[nH]c(C(=O)COC(=O)c2ccc(Cl)nc2)c1C
  6	20	10	2	-10	0.7	5	2

Overlap with the part before: 3 entries, followed by the next part.
Every second line gives: HKDC1 inhibitor	SENP8 inh	PfG6PD inh	GRIN3A LBD mod	ATG4B inhibitor	MPTP block	SENP6 block	SENP7 inh
- CCc1ccc(N(C(=O)Cn2nnc(-c3ccccc3)n2)C(C(=O)NC2CCCCC2)c2ccccn2)cc1 (configuration not stated)
  -7	29	7	4	34	1.0	-14	-5
- Cc1ccccc1-n1c(Cn2c(=O)sc3ccccc32)nnc1SCC(N)=O
  -9	4	19	1	10	-0.8	3	9
- CC(=O)c1c(C)[nH]c(C(=O)COC(=O)c2ccc(Cl)nc2)c1C
  6	20	10	2	-10	0.7	5	2
- Cc1ccc(-c2nnc(-c3cccc(Br)c3)o2)cc1
  0	7	7	0	6	-1.9	74*	60*
- CCCc1nn(C)c(C(=O)Nc2cccc(Cl)c2)c1Cl
  -5	16	18	-8	24	7.1	-1	3
- CC(CCc1ccccc1)NC(=O)C1CCN(c2nnc(-n3cccc3)s2)CC1 (configuration not stated)
  -4	11	-8	0	2	0.0	-1	8
- CCC(Sc1nc2cc3c(cc2c(=O)n1Cc1ccco1)OCO3)C(=O)NCCOC (configuration not stated)
  4	5	-17	4	-1	0.3	-4	-7
- CC(C)C(C)NC(=O)CN1C(=O)NC2(CCc3ccccc3C2)C1=O (configuration not stated)
  -10	1	-6	-1	-2	-2.2	1	8
- O=C(CCCCCNC(=O)c1ccccc1Cl)N/N=C/c1ccco1
  8	14	6	2	-5	-0.1	-8	3
- COc1ccccc1CNC(=O)CCNC(=O)Cn1cnc2ccccc2c1=O
  -4	20	6	-1	-6	-1.9	-6	-8
- COCCNC(=O)c1cc(-c2ccccc2)n(Cc2cc(C)no2)n1
  -4	10	-1	-1	0	-1.5	0	-3
- COc1ccc(OC)c(NC(=O)COC(=O)c2n[nH]c3ccccc23)c1
  1	5	11	-4	-15	-2.7	4	0
- O=C([O-])c1ccccc1-[n+]1c(-c2ccccc2)cc(-c2ccccc2)cc1-c1ccccc1
  -4	-34	-1	1	12	-1.0	-2	0
- O=c1ccc2cc3ccoc3cc2o1
  -5	0	-1	0	-6	-2.1	-19	-9
- c1ccc(Cc2c[nH]c3ccccc23)cc1
  -1	26	-1	-1	-2	1.3	1	6
- CCOC(=O)N1CCN(C(=O)c2ccccc2NC(=O)c2ccc(OC)cc2)CC1
  -17	5	-3	2	2	-1.8	-19	-1
- CC(=O)c1cccc(NC(=O)c2ccc(N(Cc3ccccc3C)S(C)(=O)=O)cc2)c1
  2	14	4	-6	-1	1.9	-12	2
- CCOC(=O)CC1=Nc2ccccc2NC(=O)C1
  2	25	-6	-1	3	0.2	-2	0
- CCN(CC)C(=O)c1sc(NC(=O)c2ccco2)c(C#N)c1C
  -6	-29	-6	-16	-5	0.8	-26	-6
- CCN(CC)C(=O)c1[nH]cnc1C(=O)N[C@@H](C)C(=O)OCc1ccccc1
  -5	17	4	1	7	-0.6	2	1
- CCC(C)NC(=O)CSc1n[nH]c(=O)n1CCc1ccccc1 (configuration not stated)
  -6	2	-5	-1	3	0.9	-4	11
- O=c1cc(CN2CCN(Cc3ccccc3)CC2)c2ccc(O)c(O)c2o1
  16	-105	6	1	-1	2.0	5	-2
- O=[N+]([O-])c1ccc(N2CCN(S(=O)(=O)c3ccc(Cl)cc3)CC2)cc1NCc1cccnc1
  0	39	13	-1	-18	0.9	0	11
- COc1cc(CCNc2ccc3nnc(-c4ccccc4)n3n2)cc(OC)c1OC
  1	0	1	2	-3	-0.3	3	-5
- COC(=O)C1C(=O)CC(C)(O)C(C(=O)OC)C1c1ccccc1F (configuration not stated)
  -2	15	0	0	-8	-0.6	-21	-7
- COc1ccc(S(=O)(=O)N2CCOCC2)cc1NC(=O)c1cccc(-n2cccc2)c1
  12	-1	18	1	-2	1.9	-25	6
- Cc1ccc(C(=O)CCC(=O)N(C)CC(=O)Nc2c(Cl)cccc2Cl)cc1
  -9	4	-3	4	5	-1.0	3	-7
- FC(F)Sc1ccc(N=C2NN=C(c3ccc4c(c3)OCCO4)CS2)cc1
  -101	-26	16	15*	-30	9.3	1	-5
- COc1ccc(S(=O)(=O)N2CCc3ccccc32)cc1C(=O)Nc1ccc(C(N)=O)cc1
  -2	-140	-18	-5	-1	-1.9	-3	0
- OCC1(Cc2ccc(F)cc2F)CCCN(Cc2ccc(Cl)cc2)C1 (configuration not stated)
  4	5	3	-5	0	1.7	-3	5
- CCC1Nc2ncnc(N3CCCCC3)c2N(Cc2ccccc2)C1=O (configuration not stated)
  -1	0	-1	0	3	0.7	0	-6
- CCOC(=O)c1sc2nc(C)c3c(c2c1N)CC(C)(C)OC3
  23	-409	28	-1	-4	0.9	-18	4
- Cc1nc2c(Br)c3nc(C(F)(F)F)[nH]c3c(Br)c2[nH]1
  3	8	4	0	-10	-0.1	-20	-9
- O=C(Cc1c(F)cccc1Cl)NCCCn1ccnc1
  -3	9	0	2	-2	-1.8	8	-9
- COc1cc(C(=O)NCc2nnc(SCC(=O)N3CCCCCC3)o2)cc(OC)c1OC
  0	15	-15	-2	1	-0.1	-2	-21
- COc1cccc(OC)c1C(=O)Nc1ccccc1C(=O)N1CCCCCC1
  -2	-1	10	0	-6	2.7	3	-1
- Cc1ccc(F)cc1NC(=O)CCNC(=O)c1ccc([N+](=O)[O-])cc1
  -4	-1	1	0	-3	1.3	-28	-12
- O=C(NC(=S)NCc1ccco1)c1ccc(Br)cc1
  -2	2	13	0	13	-0.5	0	3
- COc1ccc(NC(=O)c2ccc(NC3=NC4CS(=O)(=O)CC4S3)cc2)cc1 (configuration not stated)
  8	20	-16	-11	1	-0.5	8	0
- S=C(Nc1ccc2nccnc2c1)N1CCCC1
  14	-21	-4	-1	-8	-1.1	1	6
- Cc1nn(S(=O)(=O)c2ccc(Br)cc2)c(C)c1S(=O)(=O)N1CCOCC1
  -7	7	-13	0	0	-1.1	-4	5
- O=C(CCc1ccc(S(=O)(=O)N2CCOCC2)cc1)OCC(=O)c1ccc(Br)cc1
  6	9	7	0	-14	0.1	-11	-12
- COc1ccc(N=Cc2c(O)c3ccccc3oc2=O)cc1
  1	-110	-7	4	8	-0.7	91*	90*
- O=C(Cc1ccsc1)Nc1ccc(S(=O)(=O)C(F)F)cc1
  -4	13	15	0	-9	0.7	-10	9
- CC(C)Oc1cccc(C(=O)C2CCCN(C(=O)c3cncs3)C2)c1 (configuration not stated)
  -1	22	-3	-4	6	0.8	-17	5
- Nn1c(-c2cccc([N+](=O)[O-])c2)nc2ccccc2c1=O
  -2	19	-12	-1	2	-0.5	-20	-5
- COc1cc(NC(=O)CN2CCN(c3ccccc3F)CC2)c(C)cc1[N+](=O)[O-]
  9	1	-14	15*	-11	4.0	-8	-12
- C=CCN(C#N)c1nc(OC)nc(N2CCCC2)n1
  0	34	0	-1	-4	-0.3	-16	-5
- Cc1ccc(-c2[nH]nc3c2C(c2ccccc2OC(=O)N2CCOCC2)C(C#N)=C(N)O3)cc1 (configuration not stated)
  10	/	-5	-1	0	/	-1	4
- O=C(NC1CC1)c1cccc(NC(=O)C2CCC2)c1
  -7	7	18	1	-1	-0.8	/	/
- COc1ccc(N2C(=S)N=C(Nc3ccccc3)C23CCCCC3)cc1
  -6	20	-1	-1	3	0.0	-16	6
- COc1ccc(-c2c(C(F)(F)F)[nH]n3c(=O)cc(-c4ccccc4)nc23)cc1
  11	-419	-37	-2	7	82*	-6	8
- CCOC(=O)[C@@H]1CSCCS(=O)(=O)N1Cc1ccccc1Br
  -4	6	-15	-2	1	8.6	/	/

New compounds follow
Every second line gives: HKDC1 inhibitor	SENP8 inh	PfG6PD inh	GRIN3A LBD mod	ATG4B inhibitor	MPTP block	SENP6 block	SENP7 inh
- CNC(=S)N/N=C/c1ccco1
  -5	20	9	2	-3	-1.9	-8	3
- Cc1cc(OC(=O)c2ccc(S(=O)(=O)N3CCCCC3)cc2)c([N+](=O)[O-])c(=O)[nH]1
  -8	20	6	-1	-2	2.1	-25	-4
- C=CCN1C(=O)CSC1=Nc1ccc(NC(C)=O)cc1
  -8	15	4	0	4	-0.6	-3	-2
- COc1ccc(OC)c(/C=C/C(=O)Nc2cccc(S(=O)(=O)N3CCCC3)c2)c1
  3	-422	1	-4	-12	-0.3	10	8
- COc1cc(/C=N\NC(=O)CC#N)ccc1OC/C=C/c1ccccc1
  -5	-41	21	-4	-8	-1.3	-3	10
- CC1(OC(=O)CCc2ccccc2)C(=O)C=C2C=C(c3ccc(C#N)cc3)N(CCN3CCOCC3)C=C2C1=O (configuration not stated)
  21	-50	35	-2	-16	-1.0	12	4
- COC(=O)C1=C(C)N(CC(C)C)C(=O)/C1=C\c1cccs1
  -3	31	-28	1	-10	20	-10	6
- Cc1ccc(S(=O)OCC(=O)Nc2cc(Cl)ccc2N2CCOCC2)cc1 (configuration not stated)
  -8	9	5	0	-5	1.6	-8	-2
- COc1ccc(-c2c(C(C)=O)c(C)nc3sc4c(=O)[nH]nnc4c23)cc1
  -2	10	-37	-1	2	0.3	5	8
- Cc1ccc(C)c(Nc2nc3c(S(=O)(=O)c4ccccc4)nnn3c3ccccc23)c1
  -3	-36	-23	0	2	48	5	0
- N#Cc1c(NC(=O)c2cccc(S(=O)(=O)Nc3ccc(C(=O)O)cc3)c2)sc2c1CCCC2
  1	-8	-35	-4	9	2.2	0	7
- CNC(=O)N(O)C1N(NC(=O)Nc2cccc3ccccc23)C(=S)SC1(C)C (configuration not stated)
  -1	-2	11	-22	-7	-1.6	9	-8
- CC1Cc2ccccc2N1S(=O)(=O)c1cccc(C(=O)OCC(=O)NCc2ccco2)c1 (configuration not stated)
  -3	15	5	2	0	1.1	-19	-1
- O=C(c1ccc2noc(-c3ccccc3)c2c1)N1CCN(c2ccccc2)CC1
  -1	-28	5	-1	-15	-2.2	-1	3
- CCOc1cccc(NC(=O)/C(C#N)=C\c2cccnc2)c1
  -2	12	0	3	0	-12	0	11
- O=C(O)c1ccccc1COc1ccccc1Cl
  -8	5	0	/	-4	1.3	-18	6
- O=C(/C=C/c1ccccc1)c1ccccc1O
  12	5	0	-39	-4	-0.4	23	0
- Cn1c(SCC(=O)Nc2ccccc2F)nnc1-c1cc2ccccc2o1
  1	19	-5	0	-12	0.4	-2	30
- Nc1cc(Cl)ccc1C(=O)OCC(=O)N1CCOCC1
  16	-418	-20	1	-1	-0.3	21	5
